Cycloheximide cs – counter-screen hit for Shiga toxin inhibitors, cycloheximide. 300,000 tested, 12% active. cell reporter, cycloheximide protein synthesis inhibition counterscreen. max response, %. AID 2314; in the data active means max response mostly above about 13%, no sharp cut-off; inactive means mostly below about 14%; further: read at 38.3 µM for the half of the compounds with a filed dose; 0% is about no effect
Shiga toxin inh – blocks Shiga toxin action in Vero cells; inhibition, % at 38.7 µM; 290,000 tested, 9.2% active; Vero cells, Shiga toxin protein synthesis inhibition reporter; AID 2315; in the data active means inhibition mostly above about 28%, no sharp cut-off; inactive means mostly below about 43%; further: 0% is about no effect
LmPK inhibitor – LmPK (Leishmania mexicana) enzyme inhibition; Q27686; purified LmPK, Kinase-Glo ATP luminescence, 1 h; Potency, µM (titrated, usually from 57.5 µM), without a hit: at the top dose activity change, negative = inhibition, most hits filed as inhibitors; 290,000 tested, 0.37% active; further: potency means the concentration at half of the fitted maximal effect; on the % scale 0 is the no-effect control and ±100 the full control effect
Target sequence (Q27686 whole entry, looked up): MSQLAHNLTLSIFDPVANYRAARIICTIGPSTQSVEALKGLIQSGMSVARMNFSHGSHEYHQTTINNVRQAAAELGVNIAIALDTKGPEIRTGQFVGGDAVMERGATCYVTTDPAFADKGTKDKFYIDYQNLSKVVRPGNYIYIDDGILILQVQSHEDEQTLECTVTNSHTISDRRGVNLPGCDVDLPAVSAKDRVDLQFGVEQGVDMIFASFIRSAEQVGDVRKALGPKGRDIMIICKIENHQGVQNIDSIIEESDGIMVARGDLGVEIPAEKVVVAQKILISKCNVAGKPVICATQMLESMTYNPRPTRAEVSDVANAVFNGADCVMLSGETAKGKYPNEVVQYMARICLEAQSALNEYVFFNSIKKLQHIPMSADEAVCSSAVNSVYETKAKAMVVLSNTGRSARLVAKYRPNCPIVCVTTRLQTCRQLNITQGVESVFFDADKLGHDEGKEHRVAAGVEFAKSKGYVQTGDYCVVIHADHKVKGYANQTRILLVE
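Purified LmPK (0.1 nM) converted ADP (0.1 mM) to ATP with PEP (0.5 mM) in imidazole buffer pH 7.2 with KCl and MgCl2, 1 h at room temperature. ATP was read by Kinase-Glo luminescence; data normalized to uninhibited and no-enzyme controls.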
Pf growth 96h – inhibits malaria parasite growth, 96 h | Potency, µM (titrated, usually from 28.7 µM), for the others: top-dose activity change, negative = inhibition, most hits filed as inhibitors | AID 504834 | 320,000 tested, 6.9% active | P. falciparum luciferase reporter growth, 96 h; further: potency means the concentration at half of the fitted maximal effect; on the % scale 0 is the no-effect control and ±100 the full control effect
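P. falciparum expressing integrated firefly luciferase grown in erythrocytes (2% hematocrit, 0.05% parasitemia final) with compounds for 96 hours at 37 C, 5% CO2. Growth inhibition read as loss of luminescence after adding luciferase detection reagent.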
TbPYK inhibitor – blocks Trypanosoma brucei pyruvate kinase; AID 624173; 410,000 tested, 0.12% active; Q57TT1; TbPYK enzyme, Kinase-Glo Plus ATP luminescence, 45 min; Potency, µM (highest dose often 76.8 µM), inactives show at the highest dose activity, negative = inhibition, actives largely listed as inhibitors; further: potency means the concentration at half of the fitted maximal effect; on the % scale 0 is the no-effect control and ±100 the full control effect; nearly all actives have a fitted effect of over 50% in size
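Enzyme and substrate buffer are dispensed first and compound is pin-transferred. ADP at 130 uM final then starts the reaction, which runs 45 min at room temperature. Detection reagent is added for 10 min before luminescence is imaged.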
Pf growth 48h – inhibits P. falciparum growth in the first generation, 48 h; P. falciparum luciferase growth in erythrocytes, 48 h; Potency, µM (doses to about 28.7 µM), inactives show top-dose activity change, negative = inhibition, actives largely listed as inhibitors; 310,000 tested, 5.9% active; further: potency means the concentration at half of the fitted maximal effect; on the % scale 0 is the no-effect control and ±100 the full control effect
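Erythrocytes infected with P. falciparum carrying an integrated firefly luciferase reporter (2% hematocrit, 0.1% parasitemia final) were exposed to compounds in RPMI 1640 with 0.5% Albumax at 37 C, 5% CO2. Growth inhibition was scored as reduced luminescence.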
AMA1-RON2 inh – inhibitors of Plasmodium falciparum AMA1-RON2 interaction | 360,000 tested, 0.2% active | Potency, µM (highest dose often 58.2 µM), for inactives: top-dose activity change, negative = inhibition, usual class: inhibitors | AlphaScreen AMA1-biotinylated RON2 peptide binding;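 further: potency means the concentration at half of the fitted maximal effect; 0% = vehicle wells and -100% = peptide control; nearly all actives have a fitted effect of over 45% in size; some results filed as inactive show a strong effect at the top dose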
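AMA1 (3D7) with his tag at 25 nM final met compounds first, then biotinylated RON2 peptide at 25 nM; detection used donor plus acceptor beads, 10 µg/mL apiece, read by AlphaScreen after 30 min at room temperature.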
The depositor's hits bear a star; ? = inconclusive; / = not tested or not shown; & = joins results of further samples; [ ] = dose if it differs, or a comment. Unless noted, the call rests on the fitted dose curve; in most records, active means well fitted curve in the direction sought with a large enough effect; inconclusive means small, poorly fitted or top-dose-only effect, or another doubt; inactive means no such curve, though single readings can be large; an effect the other way counts as inactive or inconclusive.

SMILES	Cycloheximide cs	Shiga toxin inh	LmPK inhibitor	Pf growth 96h	TbPYK inhibitor	Pf growth 48h	AMA1-RON2 inh
N#C/C(=C\c1ccc(OC(F)F)cc1)C(=O)N1CCCCC1	27*	46*	-9%	2%	-5%	-9%	14%
CC(=O)Nc1ccc(NC(=O)COc2ccc(Cl)cc2Cl)cc1	26	39	3%	-19%	-18%	-18%	4%
CC(Sc1ccccc1)C(=O)NN=C1CCN(C)CC1 (centres undefined)	0	-8	4%	2%	6%	21%	39%[activator]
Cc1cc(C)n2cc(COc3ccc4ccccc4c3)nc2n1	53*	66*	0%	193%[activator]	-10%	275%[activator]	26%
OCCC1CN(Cc2cc(F)ccc2-n2cccn2)CCN1Cc1ccc(F)cc1 (centres undefined)	-2	-16	5%	13%	-7%	-4%	24%
O=C1/C(=C/c2cccnc2)Oc2cc(OS(=O)(=O)c3ccc(Cl)cc3)ccc21	14	10	10%	-28%	5%	/	1%
CCc1ccccc1N1CC23C=CC(O2)C(C(=O)O)C3C1=O (centres undefined)	-3	-7	-5%	-32%	-15%	25%	2%
COc1ccc(C(=O)c2nccc3cc(OC)c(OC)cc23)cc1OC	/	/	/	0.74µM*	2%	1.2µM*	6%[11.6 µM]
CCOCCCNc1c2c(nc3cc(-c4ccc(F)cc4)nn13)CCC2	20	-5	-7%	?	-4%	5%	3%
O=C(NCC1CCCO1)C1CCN(S(=O)(=O)c2cccnc2)CC1 (centres undefined)	12	12	-1%	?	-12%	32%[activator]	-6%
O=C(CSC1=N/C(=C/c2ccc(Cl)c(Cl)c2)C(=O)N1c1ccccc1F)NC1CC1	-3	18	1%	29%	-7%	12%	-10%
O=C(NCC1CCCO1)C(=O)N/N=C/c1ccc(O)c(Cl)c1 (centres undefined)	1	12	1%	4.1µM*	-4%	-2%	9%
CON(C)S(=O)(=O)c1ccc2c(c1)N(Cc1ccc(C)cc1)C(=O)C1CCCN21 (centres undefined)	-5	3	0%	0.83µM*	-3%	?	-6%
CSC1=NSC2=NC(=O)/C(=C\c3ccc(OC(=O)c4ccco4)cc3)C(=N)N12	19*	34*	-11%	-24%	-8%	37%[activator]	44%[activator]
CCC(C)(C)n1nnnc1C(CC(C)C)N1CCC(C(N)=O)CC1 (centres undefined)	-1	1	2%	/	-13%	-3%	-3%
CCN1CCN(C(=O)c2ccc(C(F)(F)F)cc2)CC1	3	-6	1%	0%	-1%	6%	20%
COc1ccc(OCC(=O)OCCN2C(=O)c3ccccc3C2=O)cc1	-2	-8	1%	-20%	/	14%	14%
CC(C)(C)NC(=O)CSC(=Nc1cccc(F)c1)NC#N	2	-16	0%	?	1%	-7%	34%[activator]
CCOc1cccc(C2C(C#N)=C(N)Oc3cc(C)n(Cc4ccccn4)c(=O)c32)c1OCC (centres undefined)	-3	-7	2%	?	-19%	11%	17%
O=c1c2ccccc2nc(COc2ccccc2)n1/N=C/c1c[nH]c2ccccc12	8	16	1%	0%	-12%	18%	10%
CCOc1ccc2nc(SCC(=O)NCc3ccco3)sc2c1	18*	45	0%	-6%	3%	8.3µM*	?
Cc1cc(C(=O)OCC(=O)Nc2ccccc2F)c(C)o1	15*	98*	-5%	98%[activator]	-7%	38%[activator]	-4%
Cc1cccc(OCC(=O)Nc2nnc(-c3ccco3)s2)c1	-1	-11	-1%	5.2µM*	-8%	9%	-4%
Cc1c(Cc2ccccc2)c(=O)oc2cc(OCC(=O)NCC(O)c3ccccc3)ccc12 (centres undefined)	17	-7	0%	?	1%	?	8%

Given with two lines to a compound: 4 of the compounds above
Below each compound – Cycloheximide cs	Shiga toxin inh	LmPK inhibitor	Pf growth 96h	TbPYK inhibitor	Pf growth 48h	AMA1-RON2 inh
- CCOc1ccc2nc(SCC(=O)NCc3ccco3)sc2c1
    18*	45	0%	-6%	3%	8.3µM*	?
- Cc1cc(C)n2cc(COc3ccc4ccccc4c3)nc2n1
    53*	66*	0%	193%[activator]	-10%	275%[activator]	26%
- Cc1cc(C(=O)OCC(=O)Nc2ccccc2F)c(C)o1
    15*	98*	-5%	98%[activator]	-7%	38%[activator]	-4%
- CCN1CCN(C(=O)c2ccc(C(F)(F)F)cc2)CC1
    3	-6	1%	0%	-1%	6%	20%

(continued)
SMILES	Cycloheximide cs	Shiga toxin inh	LmPK inhibitor	Pf growth 96h	TbPYK inhibitor	Pf growth 48h	AMA1-RON2 inh
COc1ccccc1C(=O)NNC(=O)c1ccc(NS(=O)(=O)c2cccs2)cc1	0	-11	-3%	9%	-6%	36%[activator]	27%
Cc1cc(C(=O)OCC(=O)NC(=O)NC(C)(C)C)c(C)o1	1	17	15%	?	-2%	/	-6%
COc1cc(/C=N/NC(=O)CC2(C)OCCCO2)ccc1OCc1ccc(Cl)cc1Cl	9	9	3%	-10%	-4%	15%	3%
COc1ccc(N/C=C(\C2OC(=O)c3ccccc32)[N+](=O)[O-])cc1 (centres undefined)	7	15	7%	19%	7%	-15%	-7%
CCc1ccccc1OCC(=O)Nc1cccc(S(=O)(=O)NC2=NCCCCC2)c1	/	/	/	-4%	6%	1%	0%
COCC(=O)OCn1nnc2ccccc2c1=O	18	-8	-2%	0%	-14%	2%	4%
NC(=O)C[n+]1cccc(C(=O)Nc2ccccc2)c1	-4	-10	-1%	?	7%	0%	2%
C[C@](N)(Cc1ccc(O)c(O)c1)C(=O)O	-1	-7	3%	?	-7%&-17%	22%&-20%	11µM*
CCCNC(=O)c1ccc2c(=O)c(O)c(C)[nH]c2c1	-6	-4	-4%	12%	-6%	56%[activator]	61%[activator]
COC(=O)C1CCN(C(=O)COC(=O)C2CCN(S(=O)(=O)c3c(Cl)cccc3Cl)CC2)CC1	/	/	/	?	0%	?	21%
O=C(Cc1ccc([N+](=O)[O-])cc1)Nc1ccc(Br)cn1	2	-7	3%	?	-1%	-14%	13%
CC(=O)Nc1ccc(C(=O)N/N=C/c2ccc(F)cc2)cc1	4	-3	2%	?	1%	58%[activator]	13%
CCN1CCN(c2nc3sc4c(c3c3ncnn23)CC(C)CC4)CC1 (centres undefined)	2	28	-1%	13%	7%	20%	-11%
O=C(NCCc1ccccc1)C1COc2ccccc2O1 (centres undefined)	8	29	3%	23%	3%	-23%[0.00184 µM]	1%
O=C(Nc1ccc2nc3n(c(=O)c2c1)CCCCC3)C(=O)N1CCN(c2ccccc2)CC1	1	-3	-7%	?	1%	1.3µM*	11%
c1ccc(-c2nc3ccccc3c3nncn23)cc1	1	-5	13%	12%	1%	19%	6%
Cc1cc2cc(OCc3ccccc3)ccc2n1C	25*	31*	0%	?	0%	160%[activator]	-14%
COc1cc(/C=C2\C(=O)NN(c3ccccc3)C2=O)ccc1OCC(N)=O	5	26	8%	79%[activator]	/	0%	/
CCCCNCC(O)c1ccc(O)cc1 (centres undefined)	/	/	/	-29%	-5%	-6%	/
Cc1nn(C)c(C)c1S(=O)(=O)N(CC(=O)NCc1ccco1)c1ccc(C(C)C)cc1	-1	28	3%	-2%	/	6%	/
O=C(COC(=O)CCC1CCCC1)Nc1ccccc1Br	/	/	/	17%	1%	16%	24%
CCOC(=O)C1CCCN(C(=O)Cn2nc(C)n3c(cc4c(OC)cccc43)c2=O)C1 (centres undefined)	6	-7	3%	?	0%&-4%	-11%	0%
COc1ccc(-c2[nH]ncc2CN2CCCC2c2nonc2C)c(F)c1 (centres undefined)	-1	-11	4%	48%[activator]	-3%	-11%	-21%
Cc1noc(C)c1C(=O)NCc1ccccc1Br	2	-3	1%	?	1%	0%	-7%
COc1ccc(/C=N\NC(=O)c2ccc([N+](=O)[O-])cc2)cc1COc1c(F)c(F)cc(F)c1F	7	-4	0%	?	10%	?	57%[activator]
N=c1n(CCN2CCCCC2)c2ccccc2n1CC(O)c1cccc(Br)c1 (centres undefined)	1	-8	1%	0.74µM*	-16%	0.59µM*	-1%
COc1ccc(-c2ccc(SCC(=O)c3ccccc3)nn2)cc1OC	22	24	7%	-5%	0%	-24%	-4%
COc1ccc(-c2cc(C(F)(F)F)nc(N3CCN(C)CC3)n2)cc1OC	-3	12	0%	5.2µM*	-10%	?	0%
O=S(=O)(Nc1ccc2c(c1)OCCO2)c1ccc(F)c(F)c1	-5	-2	-2%	23%	-8%	2%	5%
CCOC(=O)c1cnc(SCc2cccc(C)c2)nc1N	53*	54*	4%	-11%	-13%	65%[activator]	15%
O=C1c2ccccc2C(=O)c2c1ccc(C(=O)N1CCCCC1)c2NCCO	-4	-13	-25%	15%	-18%	-4%	-5%
CCCCN(CCCC)C(=O)CSc1nnc2n(C)c(=O)c3c4c(sc3n12)CCCC4	-1	10	1%	?	-10%	?	-6%
Cc1cc(C)cc(OCCNC(=O)C(C)N2C(=O)c3ccccc3C2=O)c1 (centres undefined)	-1	2	4%	354%[activator]	-5%	1%	-12%
CCN(CC)S(=O)(=O)N1CCC(C(=O)NCc2ccco2)CC1	0	-4	4%	2%	6%	15%	-27%
O=C(O)C1CSC(c2ccncc2)N1 (centres undefined)	2	-6	-6%	/	-12%	19%	5%
c1cncc(C2CCCCN2Cc2ccc3c(c2)OCO3)c1 (centres undefined)	1	19	-4%	8%	-20%	/	-14%
CCN1CCN(CCCNC(=O)CCC(=O)N2CCOc3ccccc32)CC1	-3	-4	2%	-18%	3%	6%	6%
CC(C)Cc1ccc(C(=O)NCc2ccc3c(c2)OCO3)o1	7	11	-3%	?	-1%	?	0%
COC(=O)C1=C(C)N(CCc2c[nH]c3ccccc23)C(=O)/C1=C\N(C)C	1	15	-1%	-25%	-15%	-2%	-3%
Cc1cc(OCC(=O)N2C[C@H]3C[C@@H](C2)c2cccc(=O)n2C3)c2c(C)c(C)c(=O)oc2c1	-3	-6	-8%	-11%	5%	1%	7%
CCCCC(=O)Nc1nnc(S(=O)(=O)N(CC)c2ccccc2)s1	9	1	-4%	64%[activator]	4%	18%	-8%
Cc1oc2c(C)c3oc(=O)c(CC(=O)N[C@@H](CCCNC(N)=O)C(=O)O)c(C)c3cc2c1C	-1	5	-2%	31%[activator]	-2%	3%[0.00184 µM]	15%
CC(=O)c1ccc(N2CCN(C(=O)CN3C(=O)NC4(CCCCC4)C3=O)CC2)c(F)c1	/	/	/	?	-7%	?	13%
Cc1ccc(S(=O)(=O)N2CCOC23CCN(C(=O)C(=O)NCc2ccccc2)CC3)cc1	/	/	/	?	0%	-26%	2%
Cc1noc(C)c1S(=O)(=O)Nc1ccc(C(=O)N2CCN(c3ccc(F)cc3)CC2)cc1	12	-6	2%	14%	3%	-4%	-8%
Cc1ccc(NS(=O)(=O)c2ccc(NC(=O)[C@@H]3CCCC[C@@H]3C(=O)O)cc2)c(C)c1	8	-12	8%	86%[activator]	-7%	23%	-6%
CCOc1ccc(C(=O)COC(=O)c2ccc(-n3cnnn3)cc2)cc1	1	-9	-7%	-1%	2%	-4%	-10%
CC(=O)NS(=O)(=O)c1ccc(NC(=O)CCc2ccccc2)cc1	-2	-4	-3%	3%	-2%	9%	9%
